# NR2E3 ag-1: activates human photoreceptor nuclear receptor NR2E3 | Q9Y5X4 | GST-NR2E3/biotin-RetCOR TR-FRET, 1536-well | inhibition of corepressor binding, % at 4.78 µM | hit rate 0.12% among 320,000 | AID 2300;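 active = percent inhibition above the cutoff of mean plus 3 SD of all tested compounds, set per screening campaign, cut at about 20% in these data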;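 note: 0% = DMSO wells and 100% = biotin wells as full block of FRET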
# Target sequence (Q9Y5X4 whole entry, looked up): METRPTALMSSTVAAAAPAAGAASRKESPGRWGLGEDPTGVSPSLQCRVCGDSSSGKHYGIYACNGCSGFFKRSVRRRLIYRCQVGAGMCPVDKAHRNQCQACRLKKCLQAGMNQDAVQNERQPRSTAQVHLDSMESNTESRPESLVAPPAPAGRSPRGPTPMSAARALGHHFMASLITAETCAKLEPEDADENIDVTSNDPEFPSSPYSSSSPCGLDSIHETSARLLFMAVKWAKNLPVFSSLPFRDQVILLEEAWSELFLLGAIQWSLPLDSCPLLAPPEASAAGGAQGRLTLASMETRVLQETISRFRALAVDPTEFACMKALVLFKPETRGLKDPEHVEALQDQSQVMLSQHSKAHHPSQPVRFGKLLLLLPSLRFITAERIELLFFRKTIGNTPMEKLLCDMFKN
#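 Material: NR2E3–RetCOR corepressor complex / Incubation: Compound–protein incubation for 5 h at 4 °C / Dosing: compound at 4.8 µM, single dose / Detection: time-resolved FRET / Benchmarks: high control biotin, low control 0.6% DMSO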
# m5-HT2A agonist: activates the mouse 5-HT2A serotonin receptor. hit rate 0.66% among 360,000. CHO-K1 mHTR2A beta-arrestin complementation, luminescence; percent of 30 µM serotonin response. P35363. activation, % at 7.6 µM;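 active = activation above a run cutoff, the mean activation of all tested compounds plus 3 SD, cut at about 14% in these data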;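 note: 0% = plate median of compound wells and 100% = 30 µM serotonin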
# HIF-2a block: inhibitors of HIF-2a | hit rate 0.72% among 360,000 | inhibition, % at 18.8 µM | AID 624352 | 786-0 RCC cells HIF-2a reporter, luciferase luminescence, overnight;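 active = inhibition of the luminescence signal of 40% or more relative to plate controls, in a single-dose primary screen at 18.75 µM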
# H9c2 protect: modulators protecting cardiomyocytes from myocardial damage; hit rate 0.63% among 360,000; AID 588492; H9c2 cardiomyocytes, H2O2 injury protection, ATPLite, 2 h; protection from H2O2 cell death, % at 20 µM;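 active = compounds giving at least 50% protection of heart cells from peroxide-induced death in the single-dose screen, raw or plate-pattern-corrected value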;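 note: 0% = DMSO wells with peroxide and 100% = DMSO wells without peroxide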
# PDI turbidity: inhibitors of human protein disulfide isomerase. P07237. PDI insulin aggregation turbidity, A650, 90 min. inhibition, % at 10 µM. hit rate 0.052% among 350,000. AID 588391;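 active = mean inhibition across replicates of 30% or more, whatever share of single replicates reach that level; inconclusive = mean inhibition below 30% while every single replicate reaches 30%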;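 note: absorbance from insulin aggregation driven by PDI reduction with DTT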
# Target sequence (P07237 whole entry, looked up): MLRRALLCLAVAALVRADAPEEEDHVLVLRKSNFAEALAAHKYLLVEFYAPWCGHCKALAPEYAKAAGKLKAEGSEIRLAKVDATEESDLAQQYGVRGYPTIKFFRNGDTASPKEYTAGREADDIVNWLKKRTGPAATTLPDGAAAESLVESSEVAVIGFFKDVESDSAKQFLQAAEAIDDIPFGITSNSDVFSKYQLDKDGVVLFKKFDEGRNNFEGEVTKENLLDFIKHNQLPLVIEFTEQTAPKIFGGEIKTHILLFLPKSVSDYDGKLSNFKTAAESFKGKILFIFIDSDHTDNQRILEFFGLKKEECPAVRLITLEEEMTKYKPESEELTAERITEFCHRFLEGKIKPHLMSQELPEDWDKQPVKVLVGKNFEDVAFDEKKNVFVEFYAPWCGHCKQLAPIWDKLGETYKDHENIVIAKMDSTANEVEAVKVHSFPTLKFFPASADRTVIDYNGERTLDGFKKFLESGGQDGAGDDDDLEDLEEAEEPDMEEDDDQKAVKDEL
# Peg3 promoter: Peg3 promoter activity inhibition. HeLa PEG-Prom luciferase reporter, luminescence, overnight. AID 588405. hit rate 1.7% among 360,000. inhibition, % at 20 µM;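 active = inhibition of at least 50% at 20 µM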
# iPSC survival up: enhancers of human iPSC single-cell survival | survival enhancement, % at 20 µM | hiPSC single-cell survival, ATPlite luminescence; 100% = ROCK inhibitor wells, 0% = DMSO | hit rate 0.044% among 360,000 | AID 602274; in the data active = survival enhancement above about 18%;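 note: cells exposed to compounds for 16 hours before the ATP read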
# MITF TRPM1 inh: MITF TRPM1 promoter inhibition in SK-MEL-5 cells | SK-MEL-5 TRPM1 promoter luciferase, 24 h | inhibition, % at 12.5 µM | hit rate 0.83% among 330,000;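 active = mean inhibition across replicates of 60% or more, whatever share of single replicates reaches that level; inconclusive = some that reach 60%, reason not given; inactive = mean inhibition across replicates below 60%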; note: values of inactives mirror those of a sister screen read the other way
# CaV13 ICDI inh: Disruptors of the CACNA1D IQ motif to Ca2+-dependent inactivation inhibitor domain association, primary screening, Förster resonance energy transfer in intact living …; HEK cells, CFP/YFP FRET ICDI-IQ, plate reader, 10 min; percent FRET-ratio fall versus neutral wells; inhibition, % at 12.3 µM; hit rate 0.098% among 340,000;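 active = mean replicate inhibition of at least 30% and at least 1% of replicates passing that level; inconclusive = only one of the two criteria is met; inactive = neither criterion is met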;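 note: 0% = median of the neutral control wells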
# Shn3 inh set2: inhibitors of Schnurri-3 3'UTR reporter in osteoblasts | inhibition, % at 12.5 µM | AID 588674 | Clone20 osteoblast Shn3 3'UTR firefly luciferase, 24 h | hit rate 0.52% among 360,000;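 active = mean inhibition of at least 75% with every replicate also reaching 75%; inconclusive = mean inhibition at least 75% but some replicate below; inactive = mean inhibition below 75%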;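 note: 0% = median of neutral control wells and 100% = pilot-screen positive control compound; some compounds past the cut are filed as inactive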
# NR2E3 ag-2: activates human NR2E3 receptor | Q9Y5X4 | CHO-S Gal4-NCOR/VP16-NR2E3 two-hybrid, luciferase | inhibition of corepressor binding, % at 3.98 µM | hit rate 0.35% among 360,000 | AID 602229;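 active = inhibition above the mean of all tested compounds plus 3 SD, cut at about 70% in these data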;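 note: 0% = DMSO with NR2E3 transfected cells and 100% = cells lacking NR2E3 construct; higher means lower luciferase signal from less NR2E3 corepressor binding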
# Starred values were filed as active, the others as inactive; ? = inconclusive; · = no result given. Outcome played no part in choosing rows; about 3.9% have a hit in one of these screens.
SMILES,NR2E3 ag-1,m5-HT2A agonist,HIF-2a block,H9c2 protect,PDI turbidity,Peg3 promoter,iPSC survival up,MITF TRPM1 inh,CaV13 ICDI inh,Shn3 inh set2,NR2E3 ag-2
O=C(NCc1ccc(F)cc1)C1Cc2ccccc2CN1C(=O)c1ccco1 (configuration not stated),2,2,11,-3,2,21,0.6,5,-2,7,3
O=C(Nc1nc2cc3c(cc2s1)OCCO3)C1CCCCC1,·,1,-154,-5,7,-245,-0.6,-86,-5,12,-160
O=C(CCN1CCN(c2ccccc2)CC1)NNC(=O)Cc1ccc(Br)cc1,·,1,-3,4,-3,-9,1.0,6,-6,-1,10
O=C(COc1ccc(S(=O)(=O)N2CCCC2)cc1[N+](=O)[O-])N1CCCC1,0,3,10,-3,2,-1,-0.4,-6,-6,7,-12
Nc1ccccc1SCc1cn2cccnc2n1,3,8,-92,-2,-5,-68,-0.5,-10,7,-19,-23
Nc1cccc(NC(=O)CN2CCOCC2)c1,5,-5,13,3,2,14,1.4,1,5,-5,1
O=C(NCCc1ccccc1)c1cc(-c2ccncc2)nc2ccc(S(=O)(=O)N3CCOCC3)cc12,-5,-3,0,-2,2,10,-0.2,-8,-2,4,-6
COc1cccc(C2CC(c3ccccc3)Nc3nc(N)nn32)c1 (configuration not stated),1,-1,-6,3,·,-2,-1.7,-5,-2,-22,-12
CCCCCn1c(SCC(=O)OC)nc2c1c(=O)[nH]c(=O)n2C,3,-1,5,9,·,-10,1.5,·,-6,-9,4
CCCCC(c1nnnn1CCOC)N1CCN(Cc2ccccc2)CC1 (configuration not stated),1,0,4,4,0,3,-2.4,-1,-5,-5,-19
O=C(O)c1csc(-c2cccs2)n1,0,4,-4,3,18,-30,-0.6,1,-7,-7,0
Cc1ccc(C)c(NC(=O)c2cc(=O)c3ccccc3o2)c1,-3,1,-181,10,6,-152,-0.5,-55,-3,-49,-28
Cc1[nH]n(-c2ccccc2)c(=O)c1N=Nc1cccc(C(=O)O)c1,2,0,64*,-6,-2,64*,-0.5,?,-1,7,-111
O=c1cc(-c2ccccc2F)oc2ccccc12,-1,-2,-210,2,-6,-236,7.2,-38,·,-34,-73
O=C(Nc1ccccc1N1CCCCC1)c1cccs1,1,-2,0,-2,-5,11,-1.5,8,-9,4,-14
CC(C)(C)c1ccc(NC(=O)c2ccc(=O)[nH]n2)cc1,-3,-6,-176,-4,0,-316,0.0,-96,-5,-142,-105
COC(=O)c1ccc(COc2ccc(/C=N/O)cc2OC)o1,0,3,-104,6,-1,-133,-0.6,-48,-7,-20,7
COCCCN1C(=O)C2C(C(=O)Nc3cc(C)cc(C)c3)C3C=CC2(O3)C1C(=O)NC1CCCCC1 (configuration not stated),5,-1,12,-6,-9,10,-0.1,-8,-2,-34,-15
COc1cc(/C=N/NC(=O)c2nc3ccccn3c2C)cc(OC)c1O,0,1,20,4,-4,14,-0.2,-1,-3,-6,5
O=C(Nc1ccc2c(c1)OCCO2)C1CCN(C(=O)c2ccc(Cl)cc2)CC1,1,1,-59,0,-13,-38,0.3,-6,-3,-59,-4
Cn1c(=O)n(C)c2cc(NS(=O)(=O)c3ccc(F)cc3)ccc21,1,0,-21,-8,2,-10,3.0,-3,-3,-9,5
Cc1cc(CNC(=O)c2ccc3nc(Cc4ccccc4F)oc3c2)nn1C,-1,-1,-209,5,5,-272,0.1,-99,-4,-92,-110
O=C(c1ccc(F)cc1)C1CCN(S(=O)(=O)c2ccccc2)CC1,-2,-7,23,-10,7,16,0.5,-3,5,9,-13
Oc1ccc(Nc2nc(NCC3CCCO3)c3ccccc3n2)cc1 (configuration not stated),·,-3,22,42,-3,6,-2.0,-14,-9,48,-19
CCCNC(=O)N(CCOC)CC1CCCN(C2Cc3ccccc3C2)C1 (configuration not stated),0,0,16,3,5,7,1.8,-2,-5,16,-2
SMILES,NR2E3 ag-1,m5-HT2A agonist,HIF-2a block,H9c2 protect,PDI turbidity,Peg3 promoter,iPSC survival up,MITF TRPM1 inh,CaV13 ICDI inh,Shn3 inh set2,NR2E3 ag-2
Cc1cc(C(=O)COC(=O)c2ccc3c(c2)NC(=O)CS3)c(C)n1CCc1ccc(Cl)cc1,0,-1,-2,7,6,2,2.1,6,-7,15,-11
O=C(CCSc1nnc2ccccn12)Nc1ccc(F)cc1,4,3,1,4,12,3,-0.3,1,-8,6,-20
O=C(Nc1ccc2c(c1)OCCO2)C(CCc1ccccc1)N1CCN(c2ccc(F)cc2)CC1 (configuration not stated),·,-5,4,6,·,8,-0.5,·,·,-2,-9
CC(C)(C)OC(=O)N1CCC[C@H]1c1nnc(SCC(=O)Nc2ccc(Br)cc2)o1,4,-16,17,60*,6,3,-0.2,-3,-5,1,-1
Cc1nc2ccc(NS(=O)(=O)c3ccc(F)cc3)cc2s1,4,2,-11,-24,3,-10,2.7,-1,-3,14,15
COc1cccc(OCCCCSc2ncccn2)c1,-2,-5,-159,0,2,-100,0.8,-38,·,-35,-34
Cc1c(S(=O)(=O)N2CCN(c3ccccc3)CC2)c(=O)n(C)c(=O)n1C,1,-1,18,-1,1,1,-0.7,0,-6,0,13
Cc1ccc(-n2sc3ccccc3c2=O)cc1,-3,6,-147,-11,11,-158,-2.0,-23,-6,-43,-34
CCCS(=O)(=O)NC(=O)C1(C)CCN(C(=O)c2ccccc2OC(C)=O)C1 (configuration not stated),·,10,12,1,7,4,2.8,·,-5,-6,7
Cc1ccc(Nc2ccc(C(F)(F)F)cc2[N+](=O)[O-])cc1,0,5,8,-8,-5,-14,0.1,-7,-5,-7,-8
COCCN(C(=O)CSc1nc2ccc(Cl)cc2[nH]1)c1c(N)n(Cc2ccccc2)c(=O)[nH]c1=O,5,2,-2,-1,-1,-5,0.0,8,-6,-15,23
N#CCC(=O)Nc1cc(C(F)(F)F)ccc1N1CCOCC1,8,2,17,-6,-1,-2,0.3,10,-9,-8,5
Cn1c(=O)n(C)c2cc(CN3C(=O)OC(C)(C)C3(C)O)ccc21 (configuration not stated),5,9,7,5,3,3,0.3,-12,-6,0,8
Cc1onc(-c2ccc3c(c2)OCO3)c1-c1ccc2[nH]ccc2c1,0,0,25,-17,-11,32,-1.0,25,-10,8,-51
CC(=O)N1CC(c2ccccc2)C(c2ccc(Cl)cc2)=N1 (configuration not stated),-1,1,23,-4,-3,10,0.2,4,-5,-3,4
O=S(=O)(Cc1ccc(Cl)cc1)N1CCN(Cc2ccccc2)CC1,0,1,-9,-2,-3,17,-2.8,0,-7,10,-4
CCOc1ccc2sc(NS(=O)(=O)c3ccc(N)cc3)nc2c1,1,3,12,4,-7,-10,-0.6,3,3,-4,-14
CC(OC(=O)c1cccc(S(=O)(=O)N2CCCC2)c1)C(=O)NC1CCCCC1C (configuration not stated),0,14,7,-4,1,14,0.8,-14,-6,-23,-18
CCc1ccc(-n2c(C)n[nH]c2=S)cc1,4,12,13,3,-6,10,0.0,2,1,6,-20
CCc1nnc(NC(=O)CSCc2cc(=O)n3nc(C(C)C)sc3n2)s1,2,-6,8,-2,1,-19,-0.3,-5,-2,0,-10
CCc1ccc(C(=O)COC(=O)c2ccccc2OC)cc1,1,3,-62,-12,-4,-184,-0.5,-82,-6,6,-12
CCCC(=O)OCCNc1cc(SCc2ccco2)c2nonc2c1[N+](=O)[O-],-1,-3,7,14,-3,-6,3.0,-1,-5,15,7
O=C(NCc1ccco1)C1CCCN(S(=O)(=O)c2cnc[nH]2)C1 (configuration not stated),5,-1,3,1,1,4,2.6,-9,0,-11,-30
Cc1ccccc1Nc1nc(N)nc(COC(=O)CCS(=O)(=O)c2ccccc2)n1,-3,2,-10,4,10,-14,-0.7,2,-3,-15,-3
N#CNC(=Nc1cccc(F)c1)SCc1ccccc1F,-3,-2,-14,-13,-19,74*,2.3,11,-9,18,-70
SMILES,NR2E3 ag-1,m5-HT2A agonist,HIF-2a block,H9c2 protect,PDI turbidity,Peg3 promoter,iPSC survival up,MITF TRPM1 inh,CaV13 ICDI inh,Shn3 inh set2,NR2E3 ag-2
CC12CN3CCN(CC(C3)/C1=N\N=C1/C3CN4CCN(C3)CC1(C)C4)C2,3,-3,12,4,10,4,-0.8,-14,-5,21,8
CCOC(=O)Cc1csc(NC(=O)CSc2nnnn2-c2ccc(C)c(C)c2)n1,1,-4,8,-33,6,-4,-0.9,6,-6,-3,-4
COc1ccc(-c2ccc3c(=O)cc(-c4ccsc4)oc3c2)cn1,·,2,-75,24,-5,-67,-0.3,-28,-4,-8,-4
CCCCCCC1C(C#N)=C(N)OC2=C1C(=O)CC(C)(C)C2 (configuration not stated),3,-7,5,-10,-12,7,-0.8,9,-6,-10,-27
Cc1ccc(/C=N/NC(=O)c2ccc3c(c2)OCCO3)s1,1,-2,-238,-1,13,-190,0.1,-14,-5,-26,-120
COc1ccc([N+](=O)[O-])cc1NCC(=O)c1ccc(C)cc1,-1,1,-55,-7,-5,-17,0.6,8,-23,0,-3
COc1ccc(N(C(=O)c2ccccc2OC)C2C=CS(=O)(=O)C2)c(OC)c1 (configuration not stated),1,1,4,-3,-4,-3,2.9,-4,-9,-11,-4
CCn1nnnc1SCC(=O)c1cccc(OC)c1,1,-2,-31,-10,-1,-24,-0.1,-24,-4,-16,-19
Cc1cc(C(=O)N2CCc3ccccc32)c2ccccc2n1,-2,0,14,3,3,7,-0.5,18,-4,6,-30
O=C(NC1CCSC1=O)c1cccc(Cl)c1 (configuration not stated),0,2,6,0,-3,23,3.0,9,-3,0,-7
CC(C)(C)NC(=O)NC(=O)COC(=O)CNS(=O)(=O)c1ccc(Br)cc1Cl,-4,1,14,-7,4,1,-0.7,8,1,12,-13
CCCn1c(=O)[nH]c(=O)c2c1nc(-c1ccc3c(c1)OCCO3)n2CCN1CCOCC1,3,0,18,-8,-2,0,-0.3,3,-5,5,0
CC(=O)c1ccc(OCC(=O)Nc2ccccc2N2CCCC2)cc1,-4,3,17,-7,-1,22,-0.1,-18,-3,2,-17
Fc1ccccc1COc1ccccc1/C=N/Nc1nc(N2CCCC2)nc(N2CCCC2)n1,1,4,12,-6,-5,8,-2.1,1,-6,7,-8
CC1CN(C(=O)COC(=O)c2cncc(Br)c2)CC(C)O1 (configuration not stated),·,3,8,-2,8,15,2.5,·,-9,11,5
COc1ccc(NC(=O)CCNC(=O)c2ccco2)cc1OC,-4,8,-6,-1,5,5,-0.4,-1,-3,-24,-25

# Source: PubChem BioAssay (several laboratories)
